GDH-TPI inh – inhibits GDH-TPI coupling enzymes, artifact for Mtb FBA screen; GDH-TPI coupled enzyme counterscreen, NADH absorbance; inhibition, % at 4.8 µM; 360,000 tested, 1.2% active; AID 588335; in the data active means inhibition above about 30%;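 further: 0% = DMSO wells and 100% = wells lacking the enzyme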
Mtb BioA inh – inhibitors of Mycobacterium tuberculosis BioA enzyme; 360,000 tested, 0.096% active; inhibition, % at 9.99 µM; AID 602481; purified M. tuberculosis BioA enzyme, plate reader; in the data active means inhibition above about 40%
PfHsp40 yeast – restores yeast growth despite PfHsp40 toxicity. AID 504582. S. cerevisiae expressing PfHsp40, growth rescue, ATP luminescence. growth rescue, % at 12.5 µM. 340,000 tested, 0.68% active; in the data active means growth rescue above about 28%, passing the limit was not always enough;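 further: yeast W303a lacking pdr1 and pdr3 grown in galactose medium; growth measured after three days at 30 °C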
Mtb FBA inh – inhibits M. tuberculosis FBA enzyme. 360,000 tested, 2.3% active. inhibition, % at 1 µM. purified M. tuberculosis FBA, fluorescence read-out. P9WQA3; in the data active means inhibition above about 27%;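 further: 0% = vehicle and 100% = reference inhibitor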
Target sequence (P9WQA3 whole entry, looked up): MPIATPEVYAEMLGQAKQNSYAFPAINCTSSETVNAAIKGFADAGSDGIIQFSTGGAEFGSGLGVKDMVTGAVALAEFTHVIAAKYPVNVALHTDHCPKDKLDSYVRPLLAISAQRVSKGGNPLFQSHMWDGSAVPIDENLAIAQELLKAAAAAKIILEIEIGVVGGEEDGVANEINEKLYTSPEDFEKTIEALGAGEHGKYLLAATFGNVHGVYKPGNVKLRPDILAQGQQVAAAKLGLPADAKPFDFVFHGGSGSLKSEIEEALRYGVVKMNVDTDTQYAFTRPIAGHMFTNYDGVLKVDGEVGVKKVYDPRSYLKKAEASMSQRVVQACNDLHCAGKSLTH
Y pestis TopoI – Y. pestis Topo-I inhibition via cleavage products | 360,000 tested, 0.064% active | activity, % at 10 µM | Y. pestis Topo-I cleavage product accumulation, plate reader; in the data active means activity above about 50%, passing the limit was not always enough; further: inactives centre near 2
FadD28 FP inh – inhibitors of Mycobacterium tuberculosis FadD28 bisubstrate binding. FadD28 bisubstrate probe binding, fluorescence polarization. inhibition, % at 12.5 µM. 360,000 tested, 0.22% active. AID 588549; in the data active means inhibition above about 8.5%, passing the limit was not always enough
BH1578 lux ind – quorum light induction in luxS cqsA deficient V. cholerae | V. cholerae BH1578 lux reporter, luminescence, 6 h | 350,000 tested, 0.16% active | activation, % at 18.7 µM; in the data active means activation mostly above about 9.7%, no sharp cut-off; further: not every result past the cut was called active; inactives centre near 0; reference of the scale not given here
Mtb UGM inh – inhibitors of M. tuberculosis UDP-galactopyranose mutase. purified UGM, fluorescence polarization probe displacement. inhibition, % at 10 µM. 320,000 tested, 0.06% active. AID 504406; in the data active means inhibition above about 10%, passing the limit was not always enough
Target sequence (P9WIQ1 whole entry, looked up): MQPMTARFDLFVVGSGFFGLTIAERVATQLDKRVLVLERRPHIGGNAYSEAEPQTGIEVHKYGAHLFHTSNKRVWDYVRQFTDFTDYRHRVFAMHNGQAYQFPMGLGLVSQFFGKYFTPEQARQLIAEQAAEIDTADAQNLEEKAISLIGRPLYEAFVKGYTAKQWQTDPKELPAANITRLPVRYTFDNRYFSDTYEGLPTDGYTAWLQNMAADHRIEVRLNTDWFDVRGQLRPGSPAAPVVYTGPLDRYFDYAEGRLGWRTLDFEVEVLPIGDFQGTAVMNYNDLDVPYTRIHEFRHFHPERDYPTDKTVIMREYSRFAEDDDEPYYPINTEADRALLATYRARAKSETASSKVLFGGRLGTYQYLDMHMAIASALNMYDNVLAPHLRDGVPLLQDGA
TcdB GH inh – TcdB glycohydrolase inhibition; P18177; TcdB glycohydrolase enzymatic assay, plate reader; inhibition, % at 9.99 µM; 350,000 tested, 0.24% active; in the data active means inhibition above about 10%
* marks the source's active call; other numbers are inactive results; i = inactive; . = not tested or not shown.

SMILES	GDH-TPI inh	Mtb BioA inh	PfHsp40 yeast	Mtb FBA inh	Y pestis TopoI	FadD28 FP inh	BH1578 lux ind	Mtb UGM inh	TcdB GH inh
Cc1cc(C)cc(-n2c(=O)c3sccc3n(CC(=O)NCc3ccco3)c2=O)c1	5	-1.0	0.4	4	4	-1.0	-0.2	.	.
COc1cccc(C2C3=C(CC(C)(C)CC3=O)Nc3n[nH]c(C)c32)c1 (stereo unspecified)	13	.	1.9	43*	-12	-3.4	-1.5	2.2	1.1
COc1ccccc1OC(C)c1nnc(SCC(=O)Nc2c(C)n(C)n(-c3ccccc3)c2=O)n1-c1ccccc1 (stereo unspecified)	-5	.	0.3	-7	3	-5.7	i	0.7	2.1
Cc1ccc(/C=N/Nc2cc(C)nc(N3CCOCC3)n2)cc1	31*	.	0.3	-2	16	-0.6	-0.5	-1.5	-0.2
S=C(N/N=C/c1ccccc1)N1CCOCC1	7	0.5	3.0	-1	-5	-0.4	-0.3	-0.4	.
CCc1cccc2c(=O)c(C(=O)N3CCOCC3)c[nH]c12	1	0.5	-0.7	-2	1	-2.1	.	-0.2	.
O=C(COc1nsnc1N1CCOCC1)Nc1ccc([N+](=O)[O-])cc1	12	3.8	-1.3	1	-10	-1.9	0.2	0.9	-1.0
CCC(=O)N1CCC1(C)C(=O)Nc1cccc2cccnc12 (stereo unspecified)	5	0.4	.	-1	-2	-4.6	i	.	0.3
CCc1ccc(N2CC(C(=O)NCc3ccco3)CC2=O)cc1 (stereo unspecified)	1	-0.5	0.1	-1	0	1.2	.	-1.8	.
COc1ccc(S(=O)(=O)N2CCOCC2)cc1C(=O)N(C)CCOc1ccc(Cl)cc1	-3	1.5	0.1	-1	-5	-2.5	-0.3	.	0.7
COc1ccc(NC(=O)CSc2nnnn2Cc2ccccc2)cc1	6	.	0.4	2	-4	-0.5	-0.4	2.3	0.9
CCC(C)[C@H](NC(=O)N1CC(=O)Nc2ccccc21)C(=O)N1CCC[C@H]1C(=O)O (stereo partly specified)	2	-0.9	0.5	0	9	-1.0	-0.4	-0.4	0.5

In a second layout: results already given.
SMILES,GDH-TPI inh,Mtb BioA inh,PfHsp40 yeast,Mtb FBA inh,Y pestis TopoI,FadD28 FP inh,BH1578 lux ind,Mtb UGM inh,TcdB GH inh
Cc1cc(C)cc(-n2c(=O)c3sccc3n(CC(=O)NCc3ccco3)c2=O)c1,5,-1.0,0.4,4,4,-1.0,-0.2,.,.
COc1cccc(C2C3=C(CC(C)(C)CC3=O)Nc3n[nH]c(C)c32)c1 (stereo unspecified),13,.,1.9,43*,-12,-3.4,-1.5,2.2,1.1
COc1ccccc1OC(C)c1nnc(SCC(=O)Nc2c(C)n(C)n(-c3ccccc3)c2=O)n1-c1ccccc1 (stereo unspecified),-5,.,0.3,-7,3,-5.7,i,0.7,2.1
Cc1ccc(/C=N/Nc2cc(C)nc(N3CCOCC3)n2)cc1,31*,.,0.3,-2,16,-0.6,-0.5,-1.5,-0.2
S=C(N/N=C/c1ccccc1)N1CCOCC1,7,0.5,3.0,-1,-5,-0.4,-0.3,-0.4,.

The list continues.
SMILES	GDH-TPI inh	Mtb BioA inh	PfHsp40 yeast	Mtb FBA inh	Y pestis TopoI	FadD28 FP inh	BH1578 lux ind	Mtb UGM inh	TcdB GH inh
Cc1ccc(S(=O)(=O)N2CCN(C(=O)COC(=O)c3oc4ccccc4c3C)CC2)cc1	2	-1.6	0.0	0	15	-0.4	i	0.1	1.8
CCOC(=O)C(C#N)=C1CCC=C(C)C1	14	.	.	1	-6	-1.0	i	.	-1.0
CNc1cc(CSc2ccc(Cl)cc2)nc(C)n1	-2	2.5	5.1	4	9	-0.6	-0.4	-4.7	-1.3
O=[N+]([O-])c1ccc(NN=Cc2cc(Br)ccc2O)nc1	5	-3.0	22	-7	-10	-3.5	i	.	0.4
O=C(CC(NC(=O)c1ccccc1)c1ccccc1)Nc1cccc2ccccc12 (stereo unspecified)	7	-1.1	-0.1	-4	-4	-4.3	1.3	2.5	.
Nc1cc(Cl)ccc1N1CCCCC1	-1	.	-1.1	1	5	-0.9	-0.3	1.3	0.3
CC(C)C(=O)OCc1cn(-c2ccc(Cl)c(Cl)c2)nn1	-9	.	0.0	-2	6	-1.9	-0.2	6.2	1.3
Cc1onc(-c2c(Cl)cccc2Cl)c1C(=O)N1CCN(Cc2ccccc2)CC1	2	-0.5	-0.4	4	5	-0.5	-0.3	1.7	-0.1
COc1ccccc1C(=O)N1c2ccccc2Sc2ccccc21	0	1.9	2.0	2	1	-4.7	i	3.7	.
O=C(NCc1ccco1)c1ccccc1SCC(=O)N1CCCC1	-4	-1.1	-1.3	1	-2	-3.9	-0.3	-1.2	-0.2
O=CNc1ccc2c3c(cccc13)-c1ccccc1-2	7	-1.4	0.3	79*	11	0.3	-7.1	.	-2.5
CCCOc1ccc(N2C(=O)C/C(=C\c3ccccc3)C2=O)cc1	-5	0.0	.	0	-6	-1.0	-0.4	1.5	0.0
Cc1ccc(S(=O)(=O)c2nc(-c3ccccc3Cl)oc2N(C)C)cc1	-1	-2.1	6.0	3	29	0.0	i	3.1	-0.4
O=C(N/N=C/c1cccc([N+](=O)[O-])c1)c1cc(-c2ccc3c4c(cccc24)CC3)n[nH]1	12	-0.4	-0.2	-1	2	-0.8	-0.3	-0.5	0.5
COC(=O)c1ccn(CSc2cc(Cl)ccc2Cl)n1	1	-0.4	-1.2	2	13	-0.6	-1.7	1.7	-0.7
CCN(C(=O)COC(=O)CSc1ccccc1)c1c(N)n(Cc2ccccc2)c(=O)[nH]c1=O	-3	.	.	-1	0	-2.8	i	1.9	4.4
Cc1ccc(C)n1-c1nn(S(=O)(=O)c2ccccc2)c2cccc(F)c12	-7	-1.7	.	-1	17	-2.5	i	2.0	0.6
C=CCSc1nnc(NC(=O)Cc2ccc(OC)c(OC)c2)s1	8	.	0.2	1	-7	-3.1	-0.5	-1.6	-1.8
CC(=O)Nc1ccc(NS(=O)(=O)c2cn(C)c(=O)n(C)c2=O)cc1	11	-1.3	1.7	4	-8	-1.9	-0.2	-0.7	1.2
COc1ccc(CCn2c(N3CCOCC3)nc3c2c(=O)[nH]c(=O)n3C)cc1	11	-1.2	1.0	1	1	0.1	-0.4	-0.2	.
CC1CCN(Cc2c(C(=O)O)nnn2-c2nonc2N)CC1	0	.	-1.6	6	-5	-2.5	-0.3	1.0	-0.4
CCOC(=O)C(NC(=O)CC)(Nc1nc2c(s1)CCCC2)C(F)(F)F (stereo unspecified)	-2	0.0	-0.6	2	2	-4.0	-3.7	2.7	.
O=C(COC(=O)C1CCC1)NCc1ccccc1Cl	-7	-0.5	-0.5	2	2	0.3	-0.3	2.2	.
CC1(C)c2[nH]c3ccccc3c2C[C@H]2C(=O)N(Cc3cccc(F)c3)C(=O)N21	-6	-2.4	17	1	-15	-1.3	i	-2.3	2.3
CCOC(=O)Nc1ccc(S(=O)(=O)N(C)C(C)C)cc1	8	0.6	0.3	-2	-7	-2.1	-0.4	-1.9	.
O=C(CSC1=NS(=O)(=O)c2ccccc2N1)NCc1ccc(F)cc1	-4	.	-0.4	-2	-6	-3.0	-3.8	-1.4	2.3
COc1ccc(Br)cc1C(=O)NC(=S)Nc1ccc(Cl)c(C(=O)O)c1	18	.	0.2	2	3	-13	i	1.2	-1.0
Nc1ccc(SCc2cccnc2)cc1	-2	0.6	-0.4	-2	9	0.9	-3.1	0.4	3.6
CCN(CC)c1ccc(NC(=O)C2CCC(CNc3c(N4CCCC4)c(=O)c3=O)CC2)c(C)c1 (stereo unspecified)	8	2.3	0.1	-1	5	-1.4	i	-0.3	-1.0
COC(=O)c1nn(C)c(=O)[nH]c1=O	5	-1.0	-2.4	-1	6	-3.4	i	.	9.6
O=c1c(Cl)c(N/N=C/c2ccc(Br)cc2)cnn1-c1ccccc1	56*	-1.4	-0.8	3	23	0.8	-9.8	-2.5	.
CN(C)/C=C/C(=O)/C=C/c1ccc(Cl)cc1Cl	22	.	2.9	1	-3	-1.6	i	-1.5	1.1
CCOC(=O)C1CCN(C(=O)CSc2nccc(C)n2)CC1	-2	2.3	0.4	1	5	0.2	i	0.4	0.9
Cc1ccc2c(c1)CN1CN2Cc2cc(C)ccc21	-7	1.3	0.0	4	6	2.6	-0.4	-2.0	.
COc1ccc(-c2cc(C(=O)Nc3c(C)n(C)n(-c4ccccc4)c3=O)c3ccccc3n2)cc1OC	8	-0.3	-0.6	0	6	-0.9	i	-1.0	2.3
O=C(O)CCCn1cc(NC(=O)COc2ccc(F)cc2)cn1	-2	-0.4	0.2	0	6	-1.7	-0.4	-7.2	0.5
CCCCCNC(=O)Cc1cc(=O)[nH]c(=O)[nH]1	-9	-1.8	-0.6	2	2	2.2	i	-1.0	0.0
Cc1nc(Cl)nc(N(C)c2ccccc2)c1[N+](=O)[O-]	8	.	-1.1	1	2	-2.9	i	2.4	3.3
CCOC(=O)N1CCN(S(=O)(=O)c2cc(Cl)c(OC)cc2Cl)CC1	5	0.1	1.0	-1	5	0.4	-2.9	-0.8	.
CC1CCCCC1NC(=O)Cn1ncc2ccccc21 (stereo unspecified)	-11	-1.6	-1.6	1	-5	-2.4	-0.2	0.0	-0.5
COc1ccc(CN2CCN(C)CC2)cc1OCc1ccccc1	-9	-1.7	1.4	0	1	-2.1	-0.1	0.1	1.3
O=C(c1cccc(NS(=O)(=O)c2ccc(F)c(F)c2)c1)N1CCN(C(c2ccccc2)c2ccccc2)CC1	7	.	0.7	-4	-2	-2.0	-0.2	2.1	1.4
Cc1ccc(C2(C)NC(=O)N(CC(=O)Nc3ccc4c(c3)OCO4)C2=O)cc1 (stereo unspecified)	-6	2.0	-0.8	0	-1	-4.4	-6.7	-1.0	.
O=C(CC1SC(=O)N(c2ccccc2)C1=O)Nc1cccc2ccccc12 (stereo unspecified)	9	-0.9	2.3	5	-10	-1.8	-4.7	0.1	0.2
O=C(c1ccc(Cl)cc1)N1CCC2(CC1)OCCO2	-1	-0.2	0.5	2	1	1.9	i	0.4	0.4
CC(C)c1[nH]nc2c1C(c1ccc(OC(=O)c3ccco3)cc1)C(C#N)=C(N)O2 (stereo unspecified)	6	.	0.6	4	-3	-0.9	i	-3.0	-0.2
Cc1ccc(C)c(OCCC(=O)Nc2cc(S(=O)(=O)N3CCCCC3)ccc2C)c1	4	.	3.6	0	3	-2.2	3.8	1.5	0.4
S=c1[nH]nc(Cc2noc3ccccc23)n1-c1ccccc1	-10	1.5	0.7	0	1	1.4	-0.1	-2.8	2.4

Individual results from the results shown:
CCOC(=O)N1CCN(S(=O)(=O)c2cc(Cl)c(OC)cc2Cl)CC1 in GDH-TPI inh has 5
O=C(CC1SC(=O)N(c2ccccc2)C1=O)Nc1cccc2ccccc12 (stereo unspecified) in Y pestis TopoI has -10

The results go on.
SMILES	GDH-TPI inh	Mtb BioA inh	PfHsp40 yeast	Mtb FBA inh	Y pestis TopoI	FadD28 FP inh	BH1578 lux ind	Mtb UGM inh	TcdB GH inh
O=C(COc1ccccc1)OC(C(=O)c1ccccc1)c1ccccc1 (stereo unspecified)	-3	-0.3	-0.3	2	20	-1.7	-0.2	-0.7	1.4
CCCN(C(=O)c1cn(-c2ccccc2)nc1-c1ccc(OC)cc1)C1CCS(=O)(=O)C1 (stereo unspecified)	6	1.1	0.5	6	22	-0.7	i	.	0.7
O=C(Nc1ccc(Cc2ccncc2)cc1)C1CC1	14	11	-0.2	0	5	-0.2	-6.2	-3.1	-1.0
CC(C)(C)c1cc2nc(NCc3cccc(Cl)c3)ccn2n1	-2	0.3	.	0	-2	-4.7	-1.3	.	1.0
CCCCn1c(O)c(C(CC)=NCCN2CCOCC2)c(=O)[nH]c1=O	21	.	-0.6	-1	0	-1.4	-0.4	-0.6	.
Cc1ccc(NC(=O)CCNS(=O)(=O)c2cccs2)cc1F	-8	2.4	-0.4	-1	-1	-2.3	0.8	-1.3	-0.3
CC1(C)CC(=O)C=C(Nc2ccc3c(c2)OCCO3)C1	14	-0.1	-1.3	1	-6	-1.0	.	-1.1	.
Cc1nc2cc(-c3ccc(Cl)cc3)nn2c(NCCN(C)C)c1C	1	.	1.3	0	-4	-1.1	i	-0.6	2.4
CCCCN(c1nc2ccccc2nc1Cl)S(=O)(=O)c1ccc(C)cc1	5	.	-1.2	0	55*	-1.6	-0.6	2.1	1.0
COc1ccc(Nc2nc(Cl)c(C=O)s2)cc1	13	.	1.5	0	-5	-5.4	5.8	2.4	.
COc1cc(S(=O)(=O)Nc2cccc(C(=O)O)c2)c(OC)cc1Cl	0	0.1	1.1	2	5	-2.9	i	1.2	.
